# Screening data (PubChem BioAssay)
# Menin-MLL TR inh = menin-MLL binding inhibition, Texas Red mutant peptide; Menin + Texas Red MLL mutant peptide, fluorescence polarization; Potency, µM (series often up to 61.6 µM), for the others: at the highest dose FP activity change, negative = inhibition, hits mostly inhibitors; 0.23% of 270,000 active; active means well fitted inhibition curve with a large enough effect in the polarisation, with a control signal flat, not every such curve was filed as active; inconclusive means small, poorly fitted or top-dose-only effect, or effect the other way, or a change in a side signal; inactive means no such curve, though single readings can be large or run the other way; the % refers to the polarisation; further: potency means the concentration at half of the fitted maximal effect; % of control where 0% means no effect; many of its hits are not listed in these tables
# Target sequence (O00255 whole entry, looked up): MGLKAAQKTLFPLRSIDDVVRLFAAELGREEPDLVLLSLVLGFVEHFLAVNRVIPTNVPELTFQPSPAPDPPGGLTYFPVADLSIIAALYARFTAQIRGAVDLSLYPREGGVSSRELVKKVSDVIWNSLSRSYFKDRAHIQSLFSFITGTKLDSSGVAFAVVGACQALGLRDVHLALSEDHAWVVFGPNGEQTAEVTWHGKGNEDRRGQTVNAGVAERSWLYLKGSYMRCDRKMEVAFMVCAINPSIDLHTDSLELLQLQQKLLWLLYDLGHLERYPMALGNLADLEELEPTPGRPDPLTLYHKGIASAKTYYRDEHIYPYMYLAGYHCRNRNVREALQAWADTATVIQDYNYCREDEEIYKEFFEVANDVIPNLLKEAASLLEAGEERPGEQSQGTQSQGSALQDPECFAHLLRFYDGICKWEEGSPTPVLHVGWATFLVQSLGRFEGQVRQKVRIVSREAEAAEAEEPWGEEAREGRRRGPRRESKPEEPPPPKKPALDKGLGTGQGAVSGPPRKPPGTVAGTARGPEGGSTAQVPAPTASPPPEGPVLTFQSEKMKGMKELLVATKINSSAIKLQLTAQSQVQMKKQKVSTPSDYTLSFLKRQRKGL
# MLL CXXC-DNA inh = inhibitors of human MLL CXXC domain-DNA interaction; Potency, µM (doses to about 115 µM), inactives show at the top dose activity change, negative = inhibition, most hits filed as inhibitors; MLL-CXXC / FITC-HOXA9 DNA fluorescence polarization; 0.037% of 290,000 active; AID 2662; active means well fitted inhibition curve with a large enough effect in the polarisation, with a control signal flat, not every such curve was filed as active; inconclusive means small, poorly fitted or top-dose-only effect, or effect the other way, or a change in a side signal; inactive means no such curve, though single readings can be large or run the other way; the % refers to the polarisation; further: potency means the concentration at half of the fitted maximal effect
#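 Purified MLL-CXXC (added from a 7 uM solution) was preincubated 5 min at ambient with pinned compounds in 50 mM Tris-HCl pH 7.5, 50 mM NaCl, 1 mM DTT, 0.05% BSA. Fluorescein-labeled HOX-A9 DNA (50 nM solution) followed, 30 min, then polarization read.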
# MBNL1-CUG inh = blocks human MBNL1 binding to CUG repeat RNA. TR-FRET MBNL1-His/biotin-(CUG)12 binding, 665/545 ratio. Q9NR56. Potency, µM (series often up to 57.5 µM), for the others: at the top dose activity change, negative = inhibition, usual class: inhibitors. 0.036% of 280,000 active. AID 2675; active means well fitted inhibition curve with a large enough effect in the signal ratio, with a control signal flat, not every such curve was filed as active; inconclusive means small, poorly fitted or top-dose-only effect, or effect the other way, or a change in a side signal; inactive means no such curve, though single readings can be large or run the other way; the % refers to the signal ratio; further: potency means the concentration at half of the fitted maximal effect; on the % scale 0 is the no-effect control and ±100 the full control effect
# Target sequence (Q9NR56 whole entry, looked up): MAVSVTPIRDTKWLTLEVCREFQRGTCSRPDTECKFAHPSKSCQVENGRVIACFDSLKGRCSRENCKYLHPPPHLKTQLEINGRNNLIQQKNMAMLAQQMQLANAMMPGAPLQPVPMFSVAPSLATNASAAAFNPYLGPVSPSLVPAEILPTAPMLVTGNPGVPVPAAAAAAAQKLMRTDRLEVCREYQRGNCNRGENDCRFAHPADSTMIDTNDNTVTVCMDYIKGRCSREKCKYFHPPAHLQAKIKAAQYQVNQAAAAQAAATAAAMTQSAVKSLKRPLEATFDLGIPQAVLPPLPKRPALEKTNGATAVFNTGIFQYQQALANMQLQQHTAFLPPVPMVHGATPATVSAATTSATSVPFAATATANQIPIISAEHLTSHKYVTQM
#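 Ratiometric TR-FRET (665 over 545 nm, excitation 340 nm) tracks disruption of MBNL1-His/biotin-(CUG)12 complex after 60 min at room temperature, with compounds at 92 nM to 58 uM final.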
# ASM inhibitor = human S-ASM enzyme inhibition; 0.006% of 340,000 active; Potency, µM (series often up to 57.5 µM), for the others: top-dose activity change, negative = inhibition, most hits filed as inhibitors; AID 504937; placental ASM, HMU-PC fluorogenic substrate, 60 min; further: potency means the concentration at half of the fitted maximal effect
#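 Fluorogenic HMU-PC substrate (9 uM final) is turned over by placental ASM in 60 min at 37 C after a 10 min compound preincubation. Reaction ended by alkaline stop (pH 10), with fluorescence read at 386/447 nm.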
# TCR activator = activates T cell receptor signaling; AID 504894; 330,000 tested, under 10 active; Potency, µM (top dose mostly 9.22 µM), without a hit: top-dose activation of IL-2 secretion, actives largely listed as activators; primary human leukocytes, anti-CD3, IL-2 HTRF, 48 h; further: % of control where 0% means no effect
#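 Compounds are tested in HTS on primary human leukocytes co-incubated with a-CD3 beads for 48 hr. IL-2 output is measured by time-resolved FRET.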
# Integrin act MD = integrin-mediated muscular dystrophy alleviation activation. alpha7betagal myoblasts, beta-gal FDG fluorescence, 48 h. Potency, µM (series often up to 38.3 µM), without a hit: top-dose activation, hits mostly activators. 0.064% of 350,000 active. AID 624291;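 further: potency means the concentration at half of the fitted maximal effect; 100% = response of the positive control SU9516; nearly all actives have a fitted effect of over 60% in size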
#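 Alpha7betagal+/- myoblasts (passage 13) were plated 16-24 hr, then exposed to compounds (1:260 dilution of DMSO stock) for 48 hours at 37C. After MPER lysis, β-galactosidase reporter activity was read as FDG fluorescence (ex 480/em 540) after 30 minutes.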
# TSHR antag = human thyrotropin receptor antagonism. AID 504810. P16473. 0.2% of 330,000 active. TSHR-expressing cells, TSH-stimulated cAMP HTRF, 2 h; stronger effect = lower value. activity change, negative = inhibition, % at 11.5 µM;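 active means activity change below a set negative limit, meaning inhibition stronger than a set level, cut at about -70% in these data; inconclusive means activity change between two set negative limits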; further: on the % scale 0 is the no-effect control and ±100 the full control effect
#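 Cell-based HTRF cAMP assay; TSHR cells + compound, TSH EC80 (4nM final), 2 h, 37 deg C. Lysis with anti-cAMP cryptate and cAMP-d2, 30 min RT, read 665/620 nm.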
# Mito fusion act = blocks mitochondrial division or promotes mitochondrial fusion; S. cerevisiae fusion-defective mutant growth rescue, CellTiterGlo 48 h; Potency, µM (titrated, usually from 46.1 µM), for the others: top-dose growth rescue (activation), actives largely listed as activators; 0.23% of 320,000 active;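 further: potency means the concentration at half of the fitted maximal effect; % of control where 0% means no effect; nearly all actives have a fitted effect of over 45% in size; temperature-sensitive fusion mutants such as fzo1-1 at 37 °C on non-fermentable ethanol glycerol medium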
#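 S. cerevisiae fusion-defective temperature-sensitive mutants (e.g. fzo1-1, mgm1-5) grown 48 h at 37C in YPEG (ethanol/glycerol non-fermentable) medium with 23 nl compound per well; growth rescue read as CellTiterGlo luminescence.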
# PTAP TSG101 blk = blocks PTAP/TSG101 interaction to inhibit HIV-1 budding; 340,000 tested, under 10 active; Potency, µM (titrated, usually from 115 µM), for the others: top-dose activity change, negative = inhibition, hits mostly inhibitors; Fluorescence polarization, FITC-PTAP peptide / Tsg101 binding; Q99816; AID 493005; active means well fitted inhibition curve with a large enough effect in the main read-out, with a control signal flat, not every such curve was filed as active; inconclusive means small, poorly fitted or top-dose-only effect, or effect the other way, or a change in a side signal; inactive means no such curve, though single readings can be large or run the other way; further: potency means the concentration at half of the fitted maximal effect; % of control where 0% means no effect
#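 Steps: Tsg101 binding domain dispensed (10 uM final), compounds pinned in DMSO, FITC-labeled PTAP-motif peptide added (50 nM final); after 20 min binding at room temperature, polarization measured.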
# A-T KAP1 phos = candidate therapy for ataxia-telangiectasia. AID 485349. Potency, µM (highest dose often 57.5 µM), for inactives: top-dose activation, usual class: activators. 0.19% of 320,000 active. […] A-T fibroblasts, KAP-1 phosphorylation AlphaLISA; neocarzinostatin DNA damage 30 min before lysis; further: potency means the concentration at half of the fitted maximal effect; % of control where 0% means no effect; nearly all actives have a fitted effect of over 45% in size
#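 hTERT-immortalized A-T patient fibroblasts ([…]), 500 cells/well in OPTI-MEM, 1% FBS, got compounds for 60 min, then NCS for 30 min at 37C. Lysates were then assayed for phospho-KAP-1 by AlphaLISA (anti-pKAP1 donor, anti-KAP1 acceptor beads), 6 hr at 25C.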
# An asterisk follows results filed as active; ? = inconclusive; nt = not tested or not shown; & = joins results of further samples; [ ] = remark or other dose. Unless noted, the call rests on the fitted dose curve; in most records, active means well fitted curve in the direction sought with a large enough effect; inconclusive means small, poorly fitted or top-dose-only effect, or another doubt; inactive means no such curve, though single readings can be large; an effect the other way counts as inactive or inconclusive. Not all compounds are listed (hit frequency here may not be typical).
smiles	Menin-MLL TR inh	MLL CXXC-DNA inh	MBNL1-CUG inh	ASM inhibitor	TCR activator	Integrin act MD	TSHR antag	Mito fusion act	PTAP TSG101 blk	A-T KAP1 phos
COc1ccc(CNC(=O)C[C@H]2C[C@H](C(=O)N3CCOCC3)[C@@]3(CCC4CCCC4)c4[nH]c5cc(-c6ccco6)ccc5c4CCN3C2=O)cc1OC	nt	nt	nt	-19%	-1%[46.1 µM]	-3%	1	nt	0%	3%
CC(C)N(C)NC(=S)Nc1ccccc1	5%	0%	nt	1%	-5%[46.1 µM]	2%	-9	-5%	-3%	-6%
CCc1nc2ccccc2c(C(=O)OC2CCCCC2=O)c1C (stereo not drawn)	-20%	11%	4%	5%	4%	-25%	-7	3%	-2%	-7%
COc1cccc(OC)c1C(=O)Nc1ccc(NC(=O)c2ccco2)cc1	7%	-11%	10%	3%	-4%	-5%	-6	-1%	-2%	1%
COc1cc(NC(=O)c2cc(OC)c(OC)c(OC)c2)ccc1NC(=O)c1cccs1	nt	-3%	-2%	-19%	0%	-5%	-12	2%	-3%	1%
O=C(CSc1nc2ccccc2[nH]1)N/N=C/c1ccco1	11%	5%	?	-3%[11.5 µM]	-1%	4%	8	-4%	1%	1%
COc1ccc(CNC(=O)[C@@H]2CC=C[C@@H]3CCN(C4CCCCC4)C(=O)[C@@H]32)cc1	nt	nt	nt	1%	0%	-4%	nt	nt	-4%	nt
O=C(C1CCC(=O)N1Cc1ccccc1Cl)N1CCN(c2cccc(Cl)c2)CC1 (stereo not drawn)	1%	8%	-1%	-10%	-2%	7%	-12	2%	-1%	0%
COc1ccc(-c2cc(-c3ccccc3)no2)cc1	nt	nt	nt	10%	-2%	17%	-32	2%	1%	20%
COC(=O)c1ccc(S(=O)(=O)N(Cc2cc3cc4c(cc3[nH]c2=O)OCO4)C2CCCCC2)cc1	14%	19%	8%	nt	nt	nt	-5	1%	nt	1%
CC(=O)NC1CC(C)(C)N(OC(C)=O)C(C)(C)C1	-4%	-12%	-5%	4%	6%	2%	11	5%	-3%	nt
CCCC(=O)Nc1ccc(OCC(O)CNC(C)C)c(C(C)=O)c1 (stereo not drawn)	13%&4%	8%	-14%	2%	3%	nt	2	-4%	-1%	-18%
Cc1ccc(N=Cc2c(C)[nH]n(-c3ccccc3)c2=O)nc1	nt	-18%	?	-3%	1%	26%	-1	2%	-3%	-3%
CCCN1C(=O)/C(=C/c2ccc(C)s2)NC1=S	20%	12%	?	-4%	6%[46.1 µM]	22%	-4	18%	-18%	-2%
CN(C(=O)c1ccc(NC(=O)Cc2cccc(NC(=O)C3CCCN(C(=O)CCc4ccccc4)C3)c2)cc1)C1CCCC1 (stereo not drawn)	nt	nt	nt	-7%	18%	-5%	-4	-1%	2%	-9%
COc1ccccc1S(=O)(=O)CC(O)COc1ccccc1Cl (stereo not drawn)	4%	24%	-4%	1%	10%	4%	17	1%	-1%	1%
Cc1ccc(N(C)S(=O)(=O)c2c(C)[nH]c(C)c2C(=O)N2CCCC2)cc1	nt	-3%	1%	0%	-2%	6%	-18	-3%	-4%	0%
C=CCNC(=O)c1ccc2c3n(nc2c1)-c1ccc(C)cc1CO3	nt	5%	?	13%	-4%	1%	-1	8%	2%	-16%
COCCN1C(=O)c2ccccc2C(C(=O)NCC2CCCO2)C1c1c[nH]c2ccccc12 (stereo not drawn)	-1%	-3%	11%	1%	-12%	27%	2	-1%	-5%	3%
CCN(CC(=O)NCc1ccc(Cl)cc1)C(=O)/C=C/c1ccc(Cl)c([N+](=O)[O-])c1	nt	3%	-1%	-1%	6%	22%	-6	0%	nt	17%
Cc1ccc(-c2nnc(OCc3cccnc3)c3ccccc23)cc1	?	-2%	4%	-3%	-2%	-20%	-23	?	-1%	8%
Cc1cc(CNC(=S)Nc2ccc(Br)cc2Cl)nn1C	12%	2%	-5%	-1%	-1%	8%	3	-24%	-9%	8%
O=c1[nH]nc(-c2ccc(OCc3ccc(Cl)cc3Cl)cc2)o1	?	?	-2%	0%	-1%	?	-5	-6%	-6%	27%
O=C(NCC1(O)CCCCC1)C1CCC(=O)N(Cc2ccccc2F)C1 (stereo not drawn)	0%	-2%	-8%	-2%	-5%	4%	-3	-1%	nt	2%
NS(=O)(=O)c1ccc(S(=O)(=O)N2CCN(C3CCCC3)CC2)cc1	6%	2%	-10%	6%[11.5 µM]	1%	0%	-13	-1%	-5%	-4%
CC(C)c1ccc(N2C(=O)CC(NNC(=O)c3cccnc3)C2=O)cc1 (stereo not drawn)	nt	0%	-4%	-3%	1%	-13%	19	-4%	0%	20%
CCOC(=O)CN1C(=O)/C(=C/c2c(F)cccc2Cl)Oc2ccccc21	33%[activator]	10%	14%	31%	4%	-9%	1	-14%	1%	0%
COc1ccc(N(C(=O)CNC(=O)c2cccs2)C(C(=O)NCC2CCCO2)c2ccc(OC)c(OC)c2)cc1 (stereo not drawn)	15%	9%	-4%	16%	1%	6%	-4	-1%	2%	7%
CCOc1ccc(OCC)c(NC(=O)CN(c2ccc(OC)cc2)S(=O)(=O)c2c(C)noc2C)c1	nt	3%	2%	0%	-6%	?	-14	5%	-6%	16%
COc1ccc(NC(=O)CN(C)C(=O)Cc2ccsc2)cc1	nt	-11%	2%	0%	7%	42%	23	-1%	-4%	-8%
Cc1ccccc1-c1n[nH]c(=S)n1/N=C/c1ccc(-c2ccccc2Br)o1	17%	-6%	40%[activator]	-9%	1%	2%	7	0%	-1%	-9%
COc1ccc(CCNC(=O)CS(=O)(=O)c2cn(CC(=O)N3CCOCC3)c3ccccc23)cc1OC	1%	6%	2%	1%	9%	1%	-1	-10%	5%	-2%
CNC(=O)N(O)C1N(/N=C/c2ccc(C)cc2)C(=S)SC1(C)C (stereo not drawn)	1%	5%	-2%	0%	-120%	-9%	-5	8%	-1%	-2%
Cc1cc(C(=O)Nc2ccc(N3CCOCC3)c(Cl)c2)c(C)o1	nt	6%	-13%	0%	6%	-32%[inhibitor]	-6	-2%	-10%	-3%
Cc1ccc(C(=O)NCC(=O)OCC(=O)c2ccc(Cl)s2)cc1	nt	nt	nt	0%	1%	-9%	-1	1%	-1%	-2%
O=C(Nc1ccc(N2CCCCC2)c(S(=O)(=O)Nc2ccccc2Cl)c1)c1cccnc1	nt	nt	nt	-7%	8%	7%	-22	nt	-1%	5%
Fc1cccc(-c2oncc2-c2nnnn2-c2ccc(Cl)cc2)c1	-10%	3%	8%	-2%	-5%[46.1 µM]	13%	-3	1%	-8%	-5%
CN(C)S(=O)(=O)c1ccc(C(=O)Nc2cc(=O)n(C)c(=O)n2C)cc1	12%	17%	15%	3%	4%[46.1 µM]	22%	11	-3%	-3%	-1%
COc1cccc(/C=C(/C(=O)OCC(=O)NCC2CCCO2)c2ccccc2)c1 (stereo not drawn)	-4%	-7%	nt	-1%	nt	-5%	-10	-1%	-4%	-1%
CCCOc1cccc(C(=O)Nc2ccc(CN3CCOCC3)cc2)c1	12%	5%	3%	-2%	4%	-10%	-11	1%	3%	-9%
O=c1cc(-c2ccccc2)nc(/C=C/c2ccccc2)[nH]1	nt	-7%	3%	-3%	9%	13%	-3	4%	-3%	-2%
COc1cccc(-c2nnc(SCc3nc4ccccc4s3)n2C)c1	-9%	5%	-2%	1%	0%	-5%	-8	-6%	-3%	2%
Cc1ccc(C(C(=O)NC2CCCC2)N(C(=O)c2csnn2)c2cccc(F)c2)o1 (stereo not drawn)	-11%	-4%	-1%	-2%	-3%	-4%	9	3%	-1%	5%
O=C1c2ccccc2C(=O)N1CCn1ccnc1	-24%	-1%	10%	2%	7%	-16%	1	2%	0%	7%
COc1ccccc1NC(=S)NC(NC(=O)C(C)C)C(Cl)(Cl)Cl (stereo not drawn)	-2%	1%	11%	9%	0%	-9%	-3	-6%	-2%	-5%
Cc1ccc(S(=O)(=O)N2C(=O)CCC2C(=O)NCc2ccco2)cc1 (stereo not drawn)	2%	3%	11%	-1%	nt	5%	8	-10%	-6%	-4%
CN(CC(=O)N1CCN(C2CCCCC2)CC1)S(=O)(=O)c1cccc2nsnc12	9%	-5%	11%	-1%	3%	8%	11	-2%	0%	1%
N#Cc1ccccc1CN1C(=O)c2ccccc2S1(=O)=O	-1%	-16%	-8%	4%	3%	8%	7	-1%	0%	-1%
CC(C)CC(=O)Nc1ccc(F)c(Cl)c1	8%	-15%	-2%	-3%	2%	-3%	-5	1%	-2%	0%
